From PubChem
TGFb SMAD3 inh = inhibitors of TGF-b signaling. HepG2 CAGA-GFP TGF-b/SMAD3 reporter, GFP fluorescence, 18 h; TGF-beta stimulated, 500 pg/mL final. Potency, µM (highest dose often 46.1 µM), without a hit: at the top dose activity, negative = inhibition, most hits filed as inhibitors. 410,000 compounds, 1.2% hits. AID 588855; also: potency is read from the fitted curve at half-maximal effect; % is scaled to controls: 0 for no effect and ±100 for the full control effect; nearly all actives have a fitted effect of over 65% in size
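Read-out: total well GFP (ex488/em500-530) summed from mean per-cell fluorescence. Cells: HEPG2 CAGA-GFP, 1% FBS DMEM, 18 h at 37 degrees C with 500 pg/mL final TGF-beta. Unstimulated wells served as the full-inhibition control; stimulated DMSO wells = 0%.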
A549 viability = A549 cytotoxicity, counter-screen for Nrf2 inhibitors; A549 ARE-Fluc cells, CellTiter-Fluor viability, 18-24 h; Potency, µM (titrated, usually from 46 µM), for inactives: at the top dose activity change, negative = cytotoxicity, most hits filed as inhibitors; 390,000 compounds, 0.16% hits; also: potency is read from the fitted curve at half-maximal effect; % is scaled to controls: 0 for no effect and ±100 for the full control effect
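A549 ARE-Fluc cells in 5% FBS OPTI-MEM, 5000 cells/well, rested 2 h then exposed to compounds in concentration-response for 18-24 h at 37 °C. Viability by CellTiter-Fluor fluorescence (Ex 405/Em 525) after 30 min; luciferase luminescence (BugLite, 15 min, RT) read afterwards.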
Nrf2 activator = activators of Nrf2 (ARE) signaling; Potency, µM (highest dose often 46.1 µM), without a hit: at the top dose activation, hits mostly activators; AREc32 ARE-luciferase reporter (MCF7-derived line), luminescence, 24 h; 410,000 compounds, 0.31% hits; also: potency is read from the fitted curve at half-maximal effect; % of control where 0% means no effect; nearly all actives have a fitted effect of over 65% in size
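ARE activation measured as luciferase luminescence (Steady-Glo, 30 min RT) in AREc32_Fluc cells after 24 hr compound exposure at 37 deg C, 5% CO2; cells seeded overnight at 1000/well in OPTI-MEM, 5% FBS.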
EPAC2 agonist = agonists of human EPAC2 (RAPGEF4) | EPAC2 activation, biochemical qHTS; response scale: 100% = 6.5 mM cAMP response | Potency, µM (series often up to 154 µM), without a hit: top-dose activation, most hits filed as activators | 360,000 compounds, 0.079% hits | AID 720711; also: potency is read from the fitted curve at half-maximal effect; nearly all actives have a fitted effect of over 50% in size
Target sequence (Q8WZA2 whole entry, looked up): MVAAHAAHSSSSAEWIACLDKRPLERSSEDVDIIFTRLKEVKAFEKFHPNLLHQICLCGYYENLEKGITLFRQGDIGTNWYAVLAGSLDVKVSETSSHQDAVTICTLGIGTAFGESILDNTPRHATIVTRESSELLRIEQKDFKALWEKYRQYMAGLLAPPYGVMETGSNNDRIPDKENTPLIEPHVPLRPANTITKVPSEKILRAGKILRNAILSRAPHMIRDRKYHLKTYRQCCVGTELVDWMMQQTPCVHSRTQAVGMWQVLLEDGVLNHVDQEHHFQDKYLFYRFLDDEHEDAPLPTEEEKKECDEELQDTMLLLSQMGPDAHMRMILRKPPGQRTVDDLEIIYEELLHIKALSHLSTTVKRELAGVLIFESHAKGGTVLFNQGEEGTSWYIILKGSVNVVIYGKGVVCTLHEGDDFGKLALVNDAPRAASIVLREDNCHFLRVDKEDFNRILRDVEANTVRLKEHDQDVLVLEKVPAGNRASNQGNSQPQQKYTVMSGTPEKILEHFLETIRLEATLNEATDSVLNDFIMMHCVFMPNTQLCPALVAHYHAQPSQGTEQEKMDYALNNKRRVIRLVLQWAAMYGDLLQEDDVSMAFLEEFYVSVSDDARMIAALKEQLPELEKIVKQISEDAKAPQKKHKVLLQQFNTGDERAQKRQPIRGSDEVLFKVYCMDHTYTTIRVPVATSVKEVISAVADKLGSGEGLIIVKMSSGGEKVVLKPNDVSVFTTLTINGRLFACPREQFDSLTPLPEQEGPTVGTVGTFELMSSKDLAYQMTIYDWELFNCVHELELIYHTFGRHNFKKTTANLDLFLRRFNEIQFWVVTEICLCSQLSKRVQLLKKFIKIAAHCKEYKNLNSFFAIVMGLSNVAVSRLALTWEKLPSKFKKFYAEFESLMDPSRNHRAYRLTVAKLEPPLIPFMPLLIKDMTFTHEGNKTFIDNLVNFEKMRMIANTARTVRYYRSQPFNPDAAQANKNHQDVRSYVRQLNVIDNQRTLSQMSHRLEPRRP
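EPAC2 (100 nM) mixed with Rap1B loaded with BODIPY-GDP (250 nM) plus 50 uM unlabeled GDP; compounds pinned in, 5 min RT, then read every 5 min for 30 min (ex 480, em 540 nm). Normalized to cAMP control.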
ATXN viability = cell viability loss in ATXN counter-screen | AID 651635 | 400,000 compounds, 0.49% hits | Potency, µM (titrated, usually from 56.7 µM), actives largely listed as cytotoxic | S2 cells (HEK-293 line with an ATXN2-luciferase reporter) viability, CellTiter-Fluor protease fluorescence, 24 h; also: potency is read from the fitted curve at half-maximal effect; nearly all actives have a fitted effect of over 40% in size
IL2 activator = activators of IL-2; IL-2 activation reporter assay, cell-based qHTS; stimulated with anti-CD3/CD4/CD28 beads; in transgenic mouse T cells; activation, % (series mostly up to about 46 µM); 360,000 compounds, 0.065% hits; AID 652025; in the data active = activation above about 50%; inconclusive = mostly about 30% to 49%; also: 0% is about no effect
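EGFP and DsRed fluorescence is measured by plate cytometry in unstimulated transgenic mouse T cells exposed to compound for 60 minutes, then stimulated 18 hours at 37 degrees C with anti-CD3/anti-CD4 beads plus anti-CD28.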
ATXN2 expr inh = ATXN2 expression inhibition; HEK-293 ATXN2-luciferase reporter, luminescence, 24 h; Potency, µM (doses to about 57 µM), for inactives: at the top dose activity change, negative = inhibition, most hits filed as inhibitors; 360,000 compounds, 0.72% hits; also: potency is read from the fitted curve at half-maximal effect; % is scaled to controls: 0 for no effect and ±100 for the full control effect; nearly all actives have a fitted effect of over 55% in size
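qHTS (up to 57 uM final) was run with 24 h compound exposure of reporter cells at 37 °C. Each well was multiplexed: SteadyGlo luminescence measured ATXN2-luciferase expression after a fluorogenic Gly-Phe-AFC viability readout (25 uM final).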
HepG2 viability = kills HepG2 cells in TGF-b inhibitor counter-screen; HepG2 CAGA-GFP viability, ATP luminescence, 18 h; Potency, µM (highest dose often 46.1 µM), for inactives: at the highest dose activity change, negative = cytotoxicity, most hits filed as cytotoxic; 410,000 compounds, 0.76% hits; AID 588856; also: potency is read from the fitted curve at half-maximal effect; some results filed as inactive show a strong effect at the top dose
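HepG2 CAGA-GFP cells (1000/well, DMEM with 1% FBS) received compound, then TGF-beta at 500 pg/mL final, and were incubated 18 hours at 37 degrees C. Viability was read by CellTiter-Glo luminescence. Media-only wells were set as complete cell-killing and DMSO as no toxicity.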
Nrf2 inh = Nrf2 pathway inhibition | 360,000 compounds, 2.1% hits | A549 ARE-Fluc reporter, luciferase luminescence, 18-24 h | Potency, µM (top dose mostly 46 µM), inactives show at the highest dose activity change, negative = inhibition, usual class: inhibitors; also: potency is read from the fitted curve at half-maximal effect; % is scaled to controls: 0 for no effect and ±100 for the full control effect; nearly all actives have a fitted effect of over 60% in size
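Quantitative HTS in A549 cells stably bearing an antioxidant response element-firefly luciferase construct. Inhibition of Nrf2-driven transcription was scored by luminescence after 18-24 h of compound exposure at 37 °C.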
Starred values were filed as active, the others as inactive; i = inactive; ? = inconclusive; · = not tested or not shown; & = joins results of further samples; [ ] = dose if it differs, or a comment. Unless noted, calls follow the shape of the dose curve; as a rule, active = well fitted curve in the direction sought with a large enough effect; inconclusive = small, poorly fitted or top-dose-only effect, or another doubt; inactive = no such curve, though single readings can be large; an effect the other way counts as inactive or inconclusive.

molecule	Nrf2 activator	Nrf2 inh	EPAC2 agonist	IL2 activator	ATXN2 expr inh	TGFb SMAD3 inh	HepG2 viability	A549 viability	ATXN viability
CCC(=O)c1cn(Cc2ccccc2)c2ccccc12	0.7%	-22%	-2%	-3.7	2%	5%	1%	?	i
Oc1ccc2c3c1OC1c4oc5ccccc5c4C[C@@]4(O)[C@@H](C2)N(CC2CC2)CC[C@]314 (stereo not given in full)	4.8%	2%	5%	0.4	59%[activator]	-5%	-21%	-5%	i
COc1ccc(-c2nc3ccc(C(=O)N4CCC5(CC4)OCCO5)cc3nc2-c2ccc(OC)cc2)cc1	0.0%	?	12%	-3.0	-16%	-11%	19%	1%	i
Cc1nn(Cc2ccccc2)c(C)c1C(=O)OCC(=O)Nc1cccc(S(N)(=O)=O)c1	2.4%	-17%	5%	-1.0	-5%	22%	4%	-3%	i
Cc1oc(-c2ccc(Cl)cc2)nc1CS(=O)CC(=O)N1CCC2(CC1)OCCO2 (stereo not given)	2.0%	-24%	12%	-2.6	0%	-12%	-21%	·	i
N#Cc1cn(C2OC(CO)C(O)C2O)c2ncnc(N)c12 (stereo not given)	-1.4%	·	6%	-0.7	?	0.1µM*	-36%	?	?
CCCCCn1c(=O)c(C(=O)Nc2nc(CC(=O)OCC)cs2)c(O)c2ccccc21	-0.3%	7%	-5%	18	?	1%	10%	4%	?
O=C1NC(=O)C(Cc2ccccc2)(Cc2ccccc2)C(=O)N1	0.3%	4%	11%	1.3	-21%	?	-28%	14%	i
C[C@]12CC[C@H](O)CC1=CC[C@@H]1[C@@H]2CC[C@]2(C)C(=O)CC[C@@H]12	0.6%	-8%	4%	0.1	2%&13%	1%	-1%	-1%	i
CCC(C)NC(=O)CN1C(=O)CN=C(c2ccccc2)c2ccccc21 (stereo not given)	-0.2%	9%	6%	2.6	-11%	2%	-18%	8%	i
CC(=O)Nc1ccc(S(=O)(=O)N2Cc3ccccc3-n3nncc3C2)cc1	-0.1%	·	8%	3.5	-6%	0%	-18%	·	i
CCC(=O)O[C@H]1CC[C@H]2[C@@H]3CCC4=CC(=O)CC[C@]4(C)[C@H]3CC[C@]12C	-0.4%	-20%	5%	-0.6	?	20%	15%	0%	?
C(=NC12CN3CN(CN(C3)C1)C2)c1cccs1	-0.5%	10%	-1%	-2.7	-11%	10%	6%	1%	i
O=C1NC(=O)C(Nc2ccc(Cl)c(Cl)c2)C(=O)N1	-0.1%	10%	-1%	-0.9	0%	3%	3%	1%	?
COC(=O)C1=C(c2ccccc2)C[C@@H]2CC[C@H]1N2C(=O)N1CCOCC1	-0.9%	-8%	8%	-0.2	2%	6%	5%	-1%	i
CC1CCC[C@H](O)CCCCCc2cc(O)cc(O)c2C(=O)O1 (stereo not given in full)	-0.6%	2%	-1%	2.1	-7%	4%	-14%	-4%	i
CC12CCC3C(CC=C4CC(O)CCC43C)C1CC(=CN1CCOCC1)C2=O (stereo not given)	2.4%	-14%	8%	-0.9	5%	5%	-19%	5%	i
COC(=O)c1ccc(-c2nc(-c3ccc(Br)o3)no2)cc1	-0.7%	?	0%	-1.0	40%[activator]	-10%	-24%	-4%	i
CCOP(=O)(OCC)c1nc(-c2ccc(Br)cc2)oc1N1CCCCC1	4.7%	-17%	-4%	-0.1	·	?	-34%	11%	i
COc1cccc(-n2c(=S)[nH]c3ccccc3c2=O)c1	0.2%	-1%	-1%	-2.8	-5%	-6%	5%	6%	i
Cn1ncc(Cl)c1C(=O)N1CCC2(CC1)OCCO2	-0.1%	-1%	8%	-1.5	2%	2%	-21%	4%	i
Nc1ccc2cc(Br)ccc2c1	3.1%	2%	5%	0.6	-12%	1%	9%	-2%	i
Cn1c(O)c(C=Nc2ccc(Br)cc2)c(=O)n(C)c1=O	0.3%	-6%	-4%	0.0	4%	3%	1%	-12%	i
CCCNC(=O)c1cc2c(c(-c3cccc(-c4cc5ccccc5o4)c3)n1)[C@H](CCO)N(C(=O)NC(C)C)C2	-0.1%	·	9%	-0.7	?	·	·	·	?
O=c1[nH]c(=S)n(C2CC2)c(O)c1C=Nc1cccc(C(F)(F)F)c1	-0.5%	10%	-1%	-0.8	-6%	-6%	2%	-9%	i
CC(N)Cc1c[nH]c2ccc(O)cc12 (stereo not given)	-0.6%	7%	3%	1.7	-1%	-13%	4%	-1%	i
CC12CN3CC(C)(CN(C1)C3c1ccco1)C2=O (stereo not given)	2.8%	13%	0%	-1.4	-1%	-14%	7%	-4%	i
CC(O)(CS(=O)(=O)c1ccccc1)C(=O)Nc1cccc(C(F)(F)F)c1 (stereo not given)	0.3%	9%	5%	-2.2	2%	-12%	-5%	-2%	i
CSc1ccc(CNC2CN3CCC2CC3)cc1 (stereo not given)	-0.5%	-8%	3%	-1.0	-13%	3%	-16%	5%	?
COc1cc(O)cc2c1C(=O)OC(C)CCCC(=O)CCC/C=C\2 (stereo not given)	-0.4%	7%	4%	-1.2	11%	?	-26%	-7%	i
COc1ccccc1N1CCN(Cc2ccc(F)cc2)CC1	-0.4%	15%	-8%	-2.0	-12%	-1%	-7%	7%	i
O=C(CF)N(O)c1ccc(C=Cc2ccccc2)cc1	13%	-12%	3%	-4.4	?	7.1µM*	-40%	-12%	?
Cc1cccc(N2C(=O)CC(=O)NC2=O)c1	0.2%	11%	-13%	-1.0	3%	-9%	-22%	-8%	i
Cc1ccc(S(=O)(=O)Oc2ccccc2C=C2C(=O)N(C)C(=O)N(C)C2=O)cc1	2.6%	9%	2%	-4.6	12%	-11%	-19%	-3%	i
CNCC(=O)c1ccccc1	-0.3%	-5%	0%	1.9	2%	?	-45%	18%	i
CCC(C)N=Cc1c(O)n(-c2ccccc2)c(=O)[nH]c1=O (stereo not given)	-0.6%	1%	17%	-1.6	1%	0%	-15%	7%	i
CCOC(=O)c1cccc(C2=C(CNC(=O)c3ocnc3C)[C@H]3CC[C@@H](C2)N3Cc2ccccc2)c1	4.7%	·	0%	-1.1	-8%	-9%	-13%	·	i
Cn1c(=O)c2c(ncn2CC(=O)Nc2nc(-c3ccccc3Cl)cs2)n(C)c1=O	-0.3%	?	-11%	-2.5	-17%	-1%	-12%	-26%	i
N#CCC(=O)NN1Cc2ccccc2C1=N	-1.2%	-3%	1%	-1.4	·	-3%	-8%	-8%	?
O=C(Nc1ccccc1)c1c(O)c2c(n(Cc3ccco3)c1=O)CCCC2	0.4%	24%	13%	-0.2	17%	2%	-34%	2%	i

Among those listed so far, 2 contain a cyano group.
molecule	Nrf2 activator	Nrf2 inh	EPAC2 agonist	IL2 activator	ATXN2 expr inh	TGFb SMAD3 inh	HepG2 viability	A549 viability	ATXN viability
N#Cc1cn(C2OC(CO)C(O)C2O)c2ncnc(N)c12 (stereo not given)	-1.4%	·	6%	-0.7	?	0.1µM*	-36%	?	?
N#CCC(=O)NN1Cc2ccccc2C1=N	-1.2%	-3%	1%	-1.4	·	-3%	-8%	-8%	?

(list continues)
molecule	Nrf2 activator	Nrf2 inh	EPAC2 agonist	IL2 activator	ATXN2 expr inh	TGFb SMAD3 inh	HepG2 viability	A549 viability	ATXN viability
C1CN(P2(N3CC3)=NP(N3CC3)(N3CC3)=NP(N3CC3)(N3CC3)=N2)CCO1 (stereo not given)	-0.1%	·	11%	-2.8	·	13%	-15%	·	i
Cc1cccc(OP(N)(N)=O)c1C	0.0%	11%	-12%	-0.8	-19%	-3%	-20%	8%	i
Cc1nc2ccc(Br)cc2c(=O)n1-c1ccc([N+](=O)[O-])c(C(F)(F)F)c1	-0.4%	8%	8%	-3.0	-39%	-23%	-7%	8%	i
CCCCCSc1cc(OC)c(CCN(C)C)cc1OC	5.8%	·	12%	-0.8	-13%	-7%	-23%	-11%	i
S=C(NCCc1ccccc1)N1Cc2cc(N3CCOCC3)ccc2-n2nncc2C1	0.3%	·	10%	0.2	-12%	?	-18%	·	?
COC(=O)N(C)c1ccc(C(O)(C(=O)OC)C(F)(F)F)cc1 (stereo not given)	0.0%	-10%	8%	0.1	·	5%	-17%	-4%	i
FC(F)(F)c1ccccc1CCN1CCNCC1	-0.2%	0%	4%	-2.6	3%	0%	-2%	-1%	i
S=P(NCCSCc1ccccc1)(N1CC1)N1CC1	-0.1%	-8%	10%	1.0	-24%	2%	5%	-2%	i
O=c1[nH]c(=S)[nH]c(O)c1N=Nc1ccc2c(c1)OCCO2	12%	-10%	-14%	0.8	?	-3%	-37%	?	·
Cn1c(=O)oc2cc(S(=O)(=O)NCCC(=O)N3CCc4ccccc4C3)ccc21	-1.0%	·	7%	-1.2	-7%	-4%	-3%	8%	i
CCC(=O)C(CCN1CCOCC1)(c1ccccc1)c1ccccc1	0.2%	-9%	-2%	0.3	-2%	-9%	-33%	1%	i
CCCCC(=O)Nc1c(C(=O)N2CCN(c3ccccc3F)CC2)oc2ccccc12	-0.1%	?	·	·	·	?	-25%	-8%	·
COc1ccccc1N1CCN(C(=O)CCCn2c(=S)[nH]c3ccccc3c2=O)CC1	-1.8%	·	6%	-1.3	·	-3%	-2%	·	?
CCC(C)N1C(=O)/C(=C\c2cnc(N(C)C)nc2)C(=O)NC1=S (stereo not given)	0.0%	2%	8%	-0.6	?	1%	5%	3%	i

Only part of the results is shown; the hit share may differ from the screen's.
